Scp-1 inhibitor = blocks human Scp-1 phosphatase activity; Q9GZU7; 0.88% of 340,000 active; inhibition, % at 20 µM; Recombinant Scp1, phosphopeptide, malachite green phosphate absorbance;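 active = inhibition above about 50% at 20 µM, limit read from the data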;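 also: plate controls were DMSO wells with enzyme for no effect and wells lacking enzyme for full effect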
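Material: truncated SCP-1 phosphatase (76-261aa) / Buffer or medium: 50 mM Tris acetate pH 5.5, 0.005% Tween-20, 10 mM MgCl2 / Compound dosing: one concentration, 20 µM, with 1.0% DMSO / Incubation: 45 min room-temperature reaction, 5 min colour, 30 min stabiliser / Detection: colorimetric free-phosphate detection, absorbance 630 nm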
STEP inh = inhibitors of human striatal-enriched phosphatase STEP; P54829; recombinant STEP, OMFP fluorogenic substrate, fluorescence; inhibition, % at 20 µM; 0.25% of 360,000 active;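 active = inhibition at 20 µM, scaled per plate between control wells, above about 37%, limit read from the data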;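 also: 0% = DMSO with enzyme and substrate and 100% = substrate only without enzyme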
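System: STEP phosphatase, cell-free reaction; Buffer or medium: Bis-Tris pH 6.0 buffer with DTT, detergent; Incubation: 20 min at room temperature, dark; Measured by: fluorescence, 480/540 nm.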
LMPTP inh = blocks human LMPTP phosphatase; P24666; 0.22% of 360,000 active; inhibition, % at 20 µM; recombinant LMPTP-A, OMFP fluorogenic substrate, fluorescence intensity; AID 651560;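 active = compounds that cut the enzyme signal by at least half of the control window in the single-dose screen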;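 also: plate controls were DMSO wells with enzyme plus substrate for no effect and substrate without enzyme for full effect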
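material = LMPTP-A | quantity = 0.625 nM enzyme | reagent = OMFP substrate, 400 µM final | buffer or medium = Bis-Tris pH 6.0, DTT, detergent | detection = endpoint fluorescence intensity from OMFP dephosphorylation | dosing = single 20 µM dose | read-out basis = % inhibition relative to no-enzyme and uninhibited control wells | control set = no-enzyme and uninhibited controls | timing = 50 min at room temperature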
SKN-1 block = inhibitors of C. elegans SKN-1 | C. elegans VP596 Pgst-4::GFP/RFP ratio, acrylamide-induced, 24 h | inhibition, % at 21.8 µM | 0.49% of 360,000 active;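 active = interference check ratio from 0.5 to 1.5 plus GFP to RFP signal ratio inhibition reaching or exceeding a fixed threshold, cut at about 30% in these data, passing the limit was not always enough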; also: some compounds called inactive have numbers as strong as hits
SUMO1 PPI mod = SUMO1-SIM interaction modulation. inhibition, % at 20 µM. AID 602429. 0.33% of 360,000 active. SUMO1 binding to a labelled peptide, TR-FRET, 1 h. P63165; in the data active = inhibition above about 37%
Target sequence (P63165 whole entry, looked up): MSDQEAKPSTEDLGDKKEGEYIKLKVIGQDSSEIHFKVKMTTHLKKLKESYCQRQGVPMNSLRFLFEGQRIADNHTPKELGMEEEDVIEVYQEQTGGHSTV
NadD inh = NadD (S. aureus) enzyme inhibition | purified NadD enzyme, colorimetric absorbance read-out | 0.78% of 360,000 active | AID 602399 | inhibition, % at 20 µM; in the data active = inhibition above about 26%; also: some compounds past the cut are filed as inactive
Neddyl block = blocks human cullin neddylation; TR-FRET cullin neddylation, biochemical; 0.58% of 360,000 active; P61081+Q13564; calls only at 25 µM; AID 651699; in the data active = inhibition above about 36%
DNMT1 block = inhibitors of human DNMT1; DNMT1 molecular beacon, Hinp1I cleavage, fluorescence; AID 588458; P26358; 0.83% of 360,000 active; inhibition (reported as % activation of signal), % at 10 µM; in the data active = inhibition above about 50%
TbMetRS inhib = blocks T. brucei methionyl-tRNA synthetase activity; purified T. brucei MetRS, ATP depletion, Kinase-Glo luminescence; inhibition, % at 11.9 µM; 0.4% of 360,000 active;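 active = inhibition above a per-plate cutoff of the control wells' mean inhibition plus 3 SD, cut at about 5.5% in these data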;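 also: 0% = DMSO wells median and 100% = median of wells with control inhibitor compound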
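assay system = parasite MetRS enzyme | timing = 15 min preincubation, 2 h reaction, all 25 °C | evaluation = percent inhibition relative to median high and low control wells | medium = HEPES buffer containing pyrophosphatase, BSA, spermine, DTT | compound = single dose, 11.9 µM final nominal, 0.9% final DMSO | detection = Kinase-Glo luminescence, ATP depletion format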
CendR NRP1 mod = alters CendR peptide binding to human NRP-1. inhibition, % at 25 µM. O14786. FAM-RPARPAR peptide binding to NRP-1, fluorescence polarization. 0.85% of 360,000 active;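 active = inhibition or corrected inhibition above about 18%, plus a signal ratio from 0.5 to 1.5, limit read from the data, passing the limit was not always enough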; also: strong numbers were not always called active
Target sequence (O14786 whole entry, looked up): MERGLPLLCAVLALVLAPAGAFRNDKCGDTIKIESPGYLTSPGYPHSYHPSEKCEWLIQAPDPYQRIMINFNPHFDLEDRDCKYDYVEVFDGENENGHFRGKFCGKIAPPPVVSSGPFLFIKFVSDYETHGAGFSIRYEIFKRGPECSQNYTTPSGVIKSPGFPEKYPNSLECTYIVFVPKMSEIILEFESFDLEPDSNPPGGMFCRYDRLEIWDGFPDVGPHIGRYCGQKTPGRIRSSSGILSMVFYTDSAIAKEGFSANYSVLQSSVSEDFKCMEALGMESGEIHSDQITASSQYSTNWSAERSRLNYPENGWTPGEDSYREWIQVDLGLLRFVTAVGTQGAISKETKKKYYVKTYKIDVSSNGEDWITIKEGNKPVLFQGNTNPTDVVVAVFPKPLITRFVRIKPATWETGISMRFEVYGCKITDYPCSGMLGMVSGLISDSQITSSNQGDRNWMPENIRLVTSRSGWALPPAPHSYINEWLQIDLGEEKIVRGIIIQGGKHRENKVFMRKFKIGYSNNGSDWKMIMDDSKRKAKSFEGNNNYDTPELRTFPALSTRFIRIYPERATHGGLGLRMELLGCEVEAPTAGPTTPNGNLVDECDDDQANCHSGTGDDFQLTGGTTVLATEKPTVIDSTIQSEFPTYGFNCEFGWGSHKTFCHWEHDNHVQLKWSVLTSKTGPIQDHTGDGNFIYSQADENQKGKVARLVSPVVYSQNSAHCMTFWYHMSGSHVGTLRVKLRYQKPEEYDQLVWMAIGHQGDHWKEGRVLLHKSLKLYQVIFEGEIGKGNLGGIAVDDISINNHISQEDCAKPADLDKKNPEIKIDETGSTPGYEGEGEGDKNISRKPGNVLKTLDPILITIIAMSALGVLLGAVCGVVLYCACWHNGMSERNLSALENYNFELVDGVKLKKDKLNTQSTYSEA
Starred values were filed as active, the others as inactive; i = inactive; . = not tested or not shown; + = active, no number. An unsorted share of the library. About 4.6% of those tested had a hit in this group.

mol,Scp-1 inhibitor,STEP inh,LMPTP inh,SKN-1 block,SUMO1 PPI mod,NadD inh,Neddyl block,DNMT1 block,TbMetRS inhib,CendR NRP1 mod
CN(C(=O)COC(=O)c1ccc2[nH]c3c(c2c1)CCCC3)C1CCS(=O)(=O)C1 (centres undefined),-9,2,-0.4,10,-4,-2,.,-8,-0.2,7
Cc1ccc2cc(C#N)c(N3CCN(C(=O)c4cccs4)CC3)nc2c1,-6,-1,1.0,1,-10,-3,i,-7,2.2,-11
CNc1nc(Oc2ccc(=O)n(C)n2)nc(N2CCOCC2)n1,-10,0,-2.0,-12,0,-5,i,4,-0.8,-2
Cc1cc(=O)n2c3ccccc3n(CC(O)CN3CCCC3)c2c1C#N (centres undefined),-7,-2,13,17,2,-3,i,7,-0.7,14
CC(=O)Nc1ccc(NC(=O)N(c2ccccc2)c2ccccc2)cc1,0,1,-2.4,-21,3,-3,i,2,-0.3,1
CCCN(CCC)Cc1c(C(=O)N/N=C/c2ccc(Br)cc2)nnn1-c1nonc1N,-6,2,2.4,28,-2,5,i,-8,-0.2,3
COc1ccc(OC2OC3COC(c4ccco4)OC3C(O)C2NC(C)=O)cc1 (centres undefined),1,0,-2.2,5,-1,1,i,-1,-1.2,1
Cc1cc(C)c(NC(=O)CS(=O)CC(=O)N2CCN(c3ccccc3)CC2)c(C)c1 (centres undefined),4,-1,-0.7,-1,0,-3,i,0,-0.9,-1
COc1ccc(C(=O)O)cc1S(=O)(=O)Nc1ccc2cn[nH]c2c1,-18,-1,-3.6,12,4,3,i,-4,0.0,3
COc1ccccc1C(=O)NC(=O)COC(=O)c1nc(Cl)ccc1Cl,-2,1,-1.2,-16,2,-7,i,4,-0.6,6
COc1ccc(-c2ccc(CCC(=O)O)n2C(C)C)cc1,-4,7,5.8,8,3,-4,.,-3,0.0,6
COc1ccccc1OCCC(=O)OCC(=O)Nc1cccc(Br)c1,-9,-1,0.3,14,2,-6,i,-2,0.0,3
CC12CCC3C(CCC4N(CCO)CCC34C)C1CCC2O (centres undefined),-4,-1,0.8,15,-1,-1,i,0,-0.6,-3
O=C(Nn1cnc2ccccc2c1=O)c1ccc(Cl)c([N+](=O)[O-])c1,-6,-1,-2.0,8,-10,-6,i,-3,2.8,3
O=[N+]([O-])c1cc([N+](=O)[O-])c(N2CCCCCC2)cc1NCCO,5,0,-1.1,-9,-25,-5,i,2,-1.1,1

More records
mol,Scp-1 inhibitor,STEP inh,LMPTP inh,SKN-1 block,SUMO1 PPI mod,NadD inh,Neddyl block,DNMT1 block,TbMetRS inhib,CendR NRP1 mod
O=C(CN1CCN(c2ccccc2)CC1)Nc1ccccc1C(F)(F)F,-5,-2,0.8,8,-1,-10,i,-8,-1.1,5
COc1cccc(C(N)c2nc(-c3cc(F)cc(F)c3)cs2)c1 (centres undefined),.,-2,-0.1,-4,-1,-4,i,6,-0.4,-6
Cc1cc(C)nc(N(C#N)CN2C(=O)c3ccccc3S2(=O)=O)n1,-10,-3,-2.0,8,0,2,i,2,-0.8,-10
Cc1ccc(Cn2c(O)c(N=NC(=S)Nc3ccccc3F)c3ccccc32)cc1,-13,8,2.1,1,1,3,i,0,-1.1,-7
C/C(=N\NC(=O)c1cccs1)c1ccncc1,-10,9,-1.3,17,2,-1,i,-1,-0.1,9
O=C(Cc1ccc(-c2ccccc2)cc1)Nc1ccccc1,-2,2,2.1,5,5,3,i,-4,-0.6,-2
COc1ccccc1-c1cnc(C(O)c2ccc(F)cc2C)[nH]1 (centres undefined),.,2,0.5,1,-4,5,i,0,-0.2,11
N#CCC(=O)Nc1ccc(C(=O)OCC(=O)c2ccc3c(c2)NC(=O)CO3)cc1,11,3,16,-10,84*,16,i,-5,-0.4,-63
Cc1csc(Nc2ccc(Cl)cc2)n1,-14,2,-0.3,19,2,0,i,-1,0.5,-8
CC1CCN(C(=O)Cn2nnnc2CN2CCOCC2)CC1,-7,1,-1.4,-18,1,-1,i,2,-0.4,-4
O=C(CCN1C(=O)S/C(=C/c2ccccc2)C1=O)Nc1ccc(O)c(C(=O)O)c1,1,2,-0.2,8,-18,3,+,-1,-0.1,-32
C[C@H]1Cn2cnc(C(=O)NCc3ccc(CNC(=O)OC(C)(C)C)cc3)c2C(=O)N1,.,-3,-1.2,-10,1,3,i,-1,-1.2,-6
Cc1ccc(S(=O)(=O)NN2C(=O)c3ccccc3NC2C)cc1 (centres undefined),-5,1,0.0,-1,0,2,.,0,0.3,-12
Cc1ccc(Cn2ccsc2=NC(=O)CCl)cc1,2,-2,0.4,4,10,4,i,3,-0.2,-10
O=C(Nc1ccc2ccccc2n1)c1ccccc1,-16,-2,-1.3,25,2,-1,i,0,0.5,-2

Continuation:
mol,Scp-1 inhibitor,STEP inh,LMPTP inh,SKN-1 block,SUMO1 PPI mod,NadD inh,Neddyl block,DNMT1 block,TbMetRS inhib,CendR NRP1 mod
CN1CCN(CC(=O)c2cc(C(C)(C)C)c(O)c(C(C)(C)C)c2)CC1,-12,0,-6.5,11,2,-7,i,-2,-0.4,3
O=C(Nc1ccccn1)c1c(O)c2cccc3c2n(c1=O)CCC3,-7,0,0.8,5,10,3,i,18,0.0,8
CCN(CC)c1nc(N2CCOCC2)nc2ccccc12,4,1,0.6,32,1,8,i,0,-0.6,-6
Cc1ncoc1C(=O)Nc1cccc(Cl)c1,-3,1,-0.8,4,4,4,i,-2,-1.4,9
COc1ccccc1CNC(=O)[C@H](Cc1c[nH]c2ccccc12)NC(=O)[C@@H]1Cc2ccccc2CN1,-7,-2,0.5,3,1,21,i,-7,-1.2,1
CCN1C(=O)c2cccc3c(S(=O)(=O)Nc4ccccc4)ccc1c23,-11,6,1.1,-9,-13,-5,i,-6,-0.9,3
CC12CC(=O)C3C(CCC4=CC(=O)CCC43C)C1CC=C2CC(=O)O (centres undefined),-2,2,-0.9,-8,1,-5,i,0,0.0,10
CCOC(=O)N1CCC(N2CCN(C3CCCC3)C(CCO)C2)CC1 (centres undefined),-8,-2,0.8,2,-3,-2,i,-2,0.2,16
Cc1cccc(-c2nc3ccccc3c(=O)n2N)c1,2,0,0.8,-15,0,-7,i,0,0.6,5
O=C(NCC1CCN(c2ccc(S(=O)(=O)N3CCOCC3)cc2)CC1)Nc1ccccc1,8,-1,1.5,0,5,-3,i,1,-0.1,-5
Cc1c(C(=O)C(=O)NCCc2ccc(S(N)(=O)=O)cc2)c2ccccc2n1C,9,2,0.0,-3,-2,-1,i,0,-1.0,-5
O=C(Nc1cccc(F)c1)[C@@H]1CCCN1,68*,-1,-1.2,15,2,7,i,-1,1.1,-5
Cc1ccc(CN2CC(C(=O)N3CC(C)CC(C)C3)CC2=O)cc1 (centres undefined),-9,1,-11,7,-26,6,i,0,-0.3,0
O=C(CSc1nnc(C2CC2)n1CC1CCCO1)Nc1ccccc1Cl (centres undefined),-3,1,-0.5,2,-5,-1,i,2,0.0,-5
Cc1n[nH]c(C)c1Cc1ccc(C(=O)O)cc1,-4,-1,-2.1,-1,-2,-9,i,2,-0.5,-2

Random excerpt: 2 compounds from above.
mol,Scp-1 inhibitor,STEP inh,LMPTP inh,SKN-1 block,SUMO1 PPI mod,NadD inh,Neddyl block,DNMT1 block,TbMetRS inhib,CendR NRP1 mod
O=C(NCC1CCN(c2ccc(S(=O)(=O)N3CCOCC3)cc2)CC1)Nc1ccccc1,8,-1,1.5,0,5,-3,i,1,-0.1,-5
Cc1ccc(CN2CC(C(=O)N3CC(C)CC(C)C3)CC2=O)cc1 (centres undefined),-9,1,-11,7,-26,6,i,0,-0.3,0

Additional structures.
mol,Scp-1 inhibitor,STEP inh,LMPTP inh,SKN-1 block,SUMO1 PPI mod,NadD inh,Neddyl block,DNMT1 block,TbMetRS inhib,CendR NRP1 mod
Cc1nn(-c2ccc(C(=O)OC(C)C)cc2)c(C)c1[N+](=O)[O-],2,0,-1.0,-9,-8,-4,i,7,-1.5,12
CCOC(=O)C1CCN(C(=O)c2ccccc2CCc2ccccc2)CC1,-9,2,-0.2,6,0,2,i,1,0.8,-1
O=C(CCC(=O)Nc1ccccc1)NNS(=O)(=O)c1ccccc1[N+](=O)[O-],-6,-2,0.3,5,2,10,i,-1,-0.1,2
Cc1ccc(NC(=O)CSc2nc(O)cc(=O)n2C)cc1,-7,1,1.3,12,4,5,i,-5,-0.3,4
Cc1ccc(-n2c(C)cc(C(=O)CN3CCOCC3)c2C)cc1,-5,2,-0.7,20,-3,0,i,-2,-0.1,-6
CCOc1ccc(OCc2ccc(C(=O)N3CCCC(C)C3)cc2)cc1 (centres undefined),1,0,1.5,13,-2,-2,i,2,-1.1,8
Cn1cnnc1SCC(=O)OCN1C(=O)c2ccccc2C1=O,-6,2,-2.0,10,-7,-1,i,2,-1.1,-2
Cc1cc(/C=C2/NC(=O)NC2=O)c(C)n1-c1ccc(N2CCOCC2)cc1,-3,0,1.0,9,-10,1,i,-13,-1.5,-2
COc1ccccc1NC(=O)COC(=O)c1ccc2c(c1)OCCO2,-5,2,2.1,10,-3,-5,i,4,0.4,6
CCc1ccc(Cn2ncc3c(C(=O)O)cc(C)nc32)cc1,-5,-3,-1.5,-6,7,1,i,0,-0.5,10
Cn1cccc1C(=O)OCC(=O)c1ccc(Br)s1,-3,1,0.2,-2,-9,-3,i,3,-0.2,-22
COc1ccc(S(=O)(=O)n2c(N)nc3ccccc32)cc1,.,-1,-0.7,-15,0,0,i,0,-1.7,-1
